# TCR activator = activators of T cell receptors; 330,000 tested, under 10 active; primary human leukocytes, anti-CD3, IL-2 HTRF, 48 h; Potency, µM (doses to about 9.22 µM), without a hit: top-dose activation of IL-2 secretion, most hits filed as activators; also: % of control where 0% means no effect
#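 TCR engagement came from a-CD3 beads alone, with compounds added to primary human leukocytes for 48 hr. Secreted IL-2 bridged europium cryptate- and d2-labelled anti-IL-2 antibodies, giving FRET emission at 665nm after 320nm excitation.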
# B2AR arrestin = beta2AR (human) beta-arrestin recruitment activity | P07550 | beta-arrestin recruitment to beta2AR, cell-based reporter | Potency, µM (top dose mostly 46.1 µM), for the others: at the top dose activation, most hits filed as activators | hit rate 0.02% among 330,000;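 also: potency is read from the fitted curve at half-maximal effect; 0% = DMSO controls and full agonism = EC100 isoproterenol or metaproterenol; nearly all actives have a fitted effect of over 65% in size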
# uPA surface inh = blocks generation of uPA at the cell surface. cell surface uPA generation assay, qHTS. Potency, µM (top dose mostly 38.3 µM), inactives show top-dose activity change, negative = inhibition, hits mostly inhibitors. hit rate 0.31% among 330,000. AID 540303; active = well fitted inhibition curve with a large enough effect; inconclusive = small, poorly fitted or top-dose-only effect; inactive = no such curve, though single readings can be large or run the other way; tested in mouse RAW 264.7 cells; also: potency is read from the fitted curve at half-maximal effect; % is scaled to controls: 0 for no effect and ±100 for the full control effect; nearly all actives have a fitted effect of over 55% in size
# Mito fusion yeast = blocks mitochondrial division or promotes mitochondrial fusion; S. cerevisiae fusion-defective mutant growth rescue, CellTiterGlo 48 h; Potency, µM (doses to about 46.1 µM), without a hit: top-dose growth rescue (activation), actives largely listed as activators; hit rate 0.23% among 320,000; AID 485298;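 also: potency is read from the fitted curve at half-maximal effect; % of control where 0% means no effect; nearly all actives have a fitted effect of over 45% in size; temperature-sensitive fusion mutants such as fzo1-1 at 37 °C on non-fermentable ethanol glycerol medium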
#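 Compounds are tested for their ability to restore growth of mitochondrial fusion-defective yeast strains at non-permissive 37C in YPEG medium over 48 hours. Viability is quantified by luciferase luminescence.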
# USP2a block = blocks human ubiquitin-specific protease USP2a. O75604. USP2 core, Ub-CHOP2 coupled fluorogenic reporter, 485/531. Potency, µM (titrated, usually from 38.3 µM), for inactives: at the top dose activity change, negative = inhibition, hits mostly inhibitors. hit rate 0.01% among 330,000;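 also: potency is read from the fitted curve at half-maximal effect; plate controls were DMSO wells for no effect and full inhibition by NEM control for full effect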
# Target sequence (O75604 whole entry, looked up): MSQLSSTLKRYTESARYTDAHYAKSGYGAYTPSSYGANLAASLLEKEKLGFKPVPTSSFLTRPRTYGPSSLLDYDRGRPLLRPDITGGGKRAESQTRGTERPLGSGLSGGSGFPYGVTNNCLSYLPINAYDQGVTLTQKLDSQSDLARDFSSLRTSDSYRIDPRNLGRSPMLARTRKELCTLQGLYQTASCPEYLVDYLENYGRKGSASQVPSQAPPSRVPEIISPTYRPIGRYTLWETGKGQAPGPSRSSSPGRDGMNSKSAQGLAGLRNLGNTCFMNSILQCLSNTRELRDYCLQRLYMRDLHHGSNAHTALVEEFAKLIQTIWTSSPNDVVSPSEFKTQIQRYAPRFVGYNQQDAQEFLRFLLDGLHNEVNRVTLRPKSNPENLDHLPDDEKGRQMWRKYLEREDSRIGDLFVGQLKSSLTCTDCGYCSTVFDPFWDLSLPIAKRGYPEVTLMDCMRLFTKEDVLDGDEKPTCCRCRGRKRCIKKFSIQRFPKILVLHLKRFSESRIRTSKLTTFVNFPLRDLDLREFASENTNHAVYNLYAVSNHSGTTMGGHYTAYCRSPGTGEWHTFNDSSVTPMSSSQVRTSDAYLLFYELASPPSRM
#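 Deubiquitinase activity read as fluorescence (485/531 nm) after Ub-CHOP2 cleavage activates the enterokinase reporter on its substrate; USP2 core 10nM, Ub-CHOP2 and substrate 25nM each, 30min compound preincubation then 60min RT; data normalized to NEM, curves fitted.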
# TSHR antag = blocks TSH signaling through the human TSH receptor | P16473 | TSHR-expressing cells, TSH-stimulated cAMP HTRF, 2 h; stronger effect = lower value | activity change, negative = inhibition, % at 11.5 µM | hit rate 0.2% among 330,000 | AID 504810;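 active = activity change below a set negative limit, meaning inhibition stronger than a set level, cut at about -70% in these data; inconclusive = activity change between two set negative limits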; also: % is scaled to controls: 0 for no effect and ±100 for the full control effect
#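 Freshly harvested TSHR cells receive pin-tooled compound, then EC80 TSH at 4nM final. After 2 hours at 37 deg C, antibody in lysis buffer and cAMP-d2 are added; 30 minutes at ambient temperature precede the HTRF read.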
# Chronic BCR inh = inhibitors of chronic active B-cell receptor signaling; hit rate 0.05% among 340,000; Potency, µM (doses to about 46.1 µM), without a hit: at the top dose ratio change, negative = lower green/red ratio, usual class: inhibitors; ABC-DLBCL IkBa-CBG/CBR reporter, luminescence ratio, 4 h; active = well fitted inhibition curve with a large enough effect in the signal ratio, with a control signal flat, not every such curve was filed as active; inconclusive = small, poorly fitted or top-dose-only effect, or effect the other way, or a change in a side signal; the % refers to the signal ratio;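 also: potency is read from the fitted curve at half-maximal effect; plate controls were basal doxycycline-induced cells for no effect and cells given 10 µM MG132 for full effect; MG132 reads +100%, hits lower the ratio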
#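 Compounds up to 46 uM were incubated four hours with TMD8 cells whose green CBG68 luciferase is fused to IkappaBalpha; red CBR luminescence normalised the signal, and concentration-effect curves were fitted to fusion, red and ratio data.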
# TSG101-PTAP inh = blocks PTAP/TSG101 interaction to inhibit HIV-1 budding. Q99816. Fluorescence polarization, FITC-PTAP peptide / Tsg101 binding. Potency, µM (doses to about 115 µM), for inactives: top-dose activity change, negative = inhibition, usual class: inhibitors. 340,000 tested, under 10 active. AID 493005; active = well fitted inhibition curve with a large enough effect in the main read-out, with a control signal flat, not every such curve was filed as active; inconclusive = small, poorly fitted or top-dose-only effect, or effect the other way, or a change in a side signal; inactive = no such curve, though single readings can be large or run the other way; also: potency is read from the fitted curve at half-maximal effect; % of control where 0% means no effect
#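 Steps: Tsg101 binding domain dispensed (10 uM final), compounds pinned in DMSO, FITC-labeled PTAP-motif peptide added (50 nM final); after 20 min binding at room temperature, polarization measured.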
# ELG1 repair inh = ELG1-dependent DNA repair inhibition; HEK293T ELG1-luciferase reporter, luminescence, 16 h; DNA damage induced by 5-fluorouridine; Potency, µM (series often up to 46.1 µM), without a hit: top-dose activity change, negative = inhibition, hits mostly inhibitors; hit rate 2.3% among 330,000; also: potency is read from the fitted curve at half-maximal effect; % is scaled to controls: 0 for no effect and ±100 for the full control effect; nearly all actives have a fitted effect of over 55% in size
#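 HEK293T cells expressing luciferase-tagged ELG1 (2,000/well) received 5-Fluorouridine plus compound or DMSO for 16 hr at 37 °C. Luciferase was read by ONE-Glo luminescence after 30 min at room temperature.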
# Eya2 inh = Eya2 (human) phosphatase inhibition. Potency, µM (top dose mostly 76.9 µM), inactives show top-dose activity, negative = inhibition, hits mostly inhibitors. recombinant Eya2, OMFP fluorescence dephosphorylation (OMFP is methylfluorescein phosphate). O00167. AID 488837. hit rate 0.006% among 330,000; also: potency is read from the fitted curve at half-maximal effect; % is scaled to controls: 0 for no effect and ±100 for the full control effect
#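 Eya2 protein (added as 0.2 uM solution) was preincubated with compound for 10 min at ambient temperature in 50 mM HEPES pH 7.5, 50 mM NaCl, 5 uM MgCl2, 0.05% BSA, 1 mM DTT. OMFP (added at 50 uM) then reacted 10 min; fluorescence read at 485/525 nm.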
# Tb PFK inh = inhibitors of T. brucei phosphofructokinase | AID 485367 | Potency, µM (highest dose often 57.5 µM), for the others: at the highest dose activity, negative = inhibition, most hits filed as inhibitors | hit rate 0.17% among 330,000 | O15648 | T. brucei PFK, ADP-Glo luminescence;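 also: potency is read from the fitted curve at half-maximal effect; 0% = uninhibited 1x PFK enzyme wells and -100% = no-enzyme wells; nearly all actives have a fitted effect of over 60% in size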
# Target sequence (O15648 whole entry, looked up): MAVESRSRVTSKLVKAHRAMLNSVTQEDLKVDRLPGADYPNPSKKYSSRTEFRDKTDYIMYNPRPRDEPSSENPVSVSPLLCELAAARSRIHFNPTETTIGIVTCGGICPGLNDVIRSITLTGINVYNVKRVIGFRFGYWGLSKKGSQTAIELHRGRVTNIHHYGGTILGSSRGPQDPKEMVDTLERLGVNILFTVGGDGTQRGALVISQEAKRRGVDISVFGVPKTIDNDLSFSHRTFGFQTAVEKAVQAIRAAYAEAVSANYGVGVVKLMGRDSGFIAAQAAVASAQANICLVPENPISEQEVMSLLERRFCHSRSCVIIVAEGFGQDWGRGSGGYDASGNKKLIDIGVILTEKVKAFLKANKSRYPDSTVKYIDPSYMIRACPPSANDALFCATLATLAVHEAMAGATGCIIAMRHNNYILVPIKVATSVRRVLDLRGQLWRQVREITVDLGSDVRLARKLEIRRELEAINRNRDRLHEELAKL
#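 Compounds were pin-transferred as a titration series up to 57 uM into substrate buffer (0.5 mM F6P, 0.1 mM ATP, pH 8.0), then 1.25 nM PFK was added and reactions ran 45 min before ADP-Glo detection.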
# Active calls of the source: *; ? = inconclusive; . = no result given; [ ] = another dose, or the depositor's remark. Unless noted, calls follow the shape of the dose curve; as a rule, active = well fitted curve in the direction sought with a large enough effect; inconclusive = small, poorly fitted or top-dose-only effect, or another doubt; inactive = no such curve, though single readings can be large; an effect the other way counts as inactive or inconclusive. Random draw from the library. Share with any hit: about 3%.
# Results follow in this order: USP2a block	TSHR antag	Chronic BCR inh	uPA surface inh	ELG1 repair inh	TSG101-PTAP inh	TCR activator	Mito fusion yeast	B2AR arrestin	Eya2 inh	Tb PFK inh
CN1C(=O)C(O)(c2sc(N)nc2-c2ccccc2)c2ccccc21 (configuration not stated)
  -1.8%	22.2	4.3%	-6.5%	15.8%	-1.4%	4.0%	0.4%	0.5%	-7.5%	-2.0%
COC(=O)Cc1c(O)ccn(CCc2c[nH]c3ccc(OC)cc23)c1=O
  -0.3%	2.9	-0.6%	-4.6%	-3.0%	0.5%	4.1%	-4.4%	-0.1%	5.2%	4.6%
S=C(Nc1ccccc1)N1CCN(Cc2ccccc2)CC1
  4.0%	1.2	3.0%	-1.1%	-2.0%	-4.8%	3.9%	-9.3%	-0.5%	-21.8%	0.6%
COc1ccc(/C=C/C(=O)OCC(=O)NCC2CCCO2)cc1 (configuration not stated)
  6.3%	-1.9	-0.1%	-4.1%	4.9%	-4.7%	4.9%[46.1 µM]	-2.4%	-0.6%	8.2%	-0.3%
C#CCNC(=O)c1cc2sccc2n1C
  -8.0%	7.1	?	-13.9%	17.0%	1.6%	-7.8%	1.3%	-1.2%	-6.2%	-6.1%
O=[N+]([O-])c1cccc(Cl)c1NCCNS(=O)(=O)c1ccccc1
  0.1%	4.9	?	3.2%	17.4%	-5.3%	1.6%	0.3%	0.1%	-10.2%	-5.6%
CC(C)(C)C(=O)Nc1cc(S(=O)(=O)Nc2ccc(Cl)cc2)ccc1O
  5.2%	-4.3	5.1%	-0.2%	?	-5.2%	0.0%	5.2%	-1.0%	-9.6%	12.4%
C=C(C)C(O)CC/C(C)=C/Cc1c(O)ccc(C(=O)/C=C/c2ccc(O)cc2)c1O (configuration not stated)
  -6.3%	-26.7	?	-13.6%	?	-2.0%	2.0%	.	-0.8%	3.5%	5.5%
COc1ccc(C23NCCN2C(=O)c2ccccc23)cc1 (configuration not stated)
  -10.2%	-9.9	5.5%	-0.7%	1.1%	-7.9%	-0.3%	7.1%	-0.8%	2.3%	-1.2%
Cc1ccc(C(=O)Cc2ccccc2)o1
  -2.3%	-9.1	-3.0%	4.3%	27.5%	-1.3%	4.5%	-2.0%	-0.5%	-3.9%	4.6%
CCOc1ccc(N2C(=O)CS/C2=C(\C(Cl)=C(Cl)Cl)[N+](=O)[O-])cc1
  -0.9%	-2.7	?	-5.3%	15.6%	-4.3%	0.9%	4.7%	0.3%	-3.7%	-0.5%
CCO[C@H]1OC(C(=O)NC2CC2)=C[C@@H](c2c[nH]c3ccccc23)[C@@H]1CCCO
  0.0%	-2.8	?	7.6%	9.5%	-2.4%	1.6%	-16.4%	-0.9%	-9.0%	4.1%
O=C(N1CCOCC1)n1nnc2ccccc21
  0.1%	?	?	1.3%	3.1%	-6.9%	1.2%	7.6%	-1.1%	-7.7%	0.0%
CCn1c(SCc2ccccc2)nnc1-c1cccs1
  1.7%	-15.5	?	-3.4%	-1.2%	-2.6%	-11.6%[46.1 µM]	4.8%	-0.2%	-16.2%	-3.0%
CCn1cc(C(=O)NC(C)CCc2ccccc2)c(=O)c2cc(S(=O)(=O)N(C)C)ccc21 (configuration not stated)
  -1.2%	-5.5	-9.4%	-6.6%	20.6µM*	-2.7%	0.2%	-1.3%	0.7%	-2.5%	-0.6%
CCOC(=O)Cc1csc(NC(=O)CSc2nnnn2-c2ccc(CC)cc2)n1
  2.4%	-21.1	-12.1%	-4.6%	?	-8.8%	4.6%	10.1%	0.6%	4.8%	2.0%
O=C(NCc1cccc(F)c1F)C1CCC(=O)N(C2CC2)C1 (configuration not stated)
  2.5%	3.3	-2.0%	-3.8%	7.3%	-6.2%	0.5%	-3.1%	-0.8%	14.5%	-10.2%
Cc1cc(C)n(-c2nc3c(c(=O)[nH]c(=O)n3C)n2CCc2ccccc2)n1
  3.1%	-3.6	7.8%	-10.2%	?	-9.2%	1.6%	5.3%	0.1%	10.0%	-0.8%
COc1ccc(CN2CCC(N3CCC(C(=O)N4CCOCC4)CC3)CC2)c(F)c1
  -5.9%	-13.2	-6.5%	-2.3%	0.9%	0.8%	2.9%	-0.3%	0.4%	-8.7%	-0.1%
Cc1cccc(-c2nnn3c2nc(NCCc2ccc(S(N)(=O)=O)cc2)c2ccccc23)c1
  0.7%	22.5	-12.3%	24.9%	2.59µM*	-2.3%	2.5%[46.1 µM]	-4.0%	1.3%	-5.4%	-3.5%
c1ccc2c(-c3nc(-c4ccncc4)no3)cccc2c1
  -0.4%	-4.3	?	-13.8%	?	.	.	-0.9%	0.4%	6.0%	-1.0%
COc1ccc(S(=O)(=O)N2CCCCC2)cc1NC(=O)c1cccnc1SC
  6.0%	3.3	?	3.7%	?	0.5%	-16.8%	7.2%	-0.2%	-15.7%	2.6%
O=C(NCc1cccs1)c1ccc(Cl)c(S(=O)(=O)N2CCCC2)c1
  -1.4%	0.4	-4.8%	-1.7%	?	-0.2%	1.2%	4.7%	0.1%	6.3%	-6.3%
CCc1ccc(Nc2nc(N)nc(CSc3nc4ccccc4s3)n2)cc1
  -0.5%	-26.0	?	2.5%	?	-1.6%	8.0%[46.1 µM]	-13.3%	-0.5%	-3.0%	11.6%
O=C(NCCc1c[nH]c2ccccc12)C(=O)NCC1OCCN1S(=O)(=O)c1ccc(Cl)cc1 (configuration not stated)
  0.0%	-3.7	-9.8%	-4.8%	13µM*	2.7%	-10.2%	4.4%	-0.6%	1.3%	0.6%
CC(C)(C)CC(C)(C)NC(=O)Nc1cccc([N+](=O)[O-])c1
  2.2%	2.3	1.7%	10µM*	0.3%	-2.1%	-1.1%	-1.7%	-0.2%	-5.7%	2.4%
COC(=O)c1c(C(=O)OC)c(C)n(Cc2ccco2)c1C
  1.8%	-1.3	6.8%	0.3%	3.6%	-2.5%	-12.0%	3.3%	-0.2%	6.1%	17.8%
Cc1ccccc1OCc1nc(-c2ccc(NC(=O)c3ccco3)cc2)no1
  -1.0%	-18.2	-4.1%	-0.8%	?	-1.0%	-6.0%[46.1 µM]	16.1%	0.6%	4.9%	-0.3%
COc1ccc(Cc2nc(C(=O)NCc3ccccc3OC)cs2)cc1
  -0.2%	-15.2	-0.7%	-4.4%	-7.3%	-8.8%	-0.2%	5.6%	5.9%	-2.6%	0.5%
CCCCNC(=O)CN(C1CCCCC1)S(C)(=O)=O
  -1.1%	5.6	2.8%	.	3.9%	-6.0%	0.0%	-5.2%	-0.2%	-7.9%	-7.4%
NC(=O)NC(Cc1ccccc1)C(=O)NCCCSc1ccccc1 (configuration not stated)
  0.7%	-7.4	7.2%	4.3%	-2.4%	-3.8%	1.2%	1.5%	-1.0%	8.8%	-5.6%
CC(=O)NC1CC2CCCC(C1)N2CC(=O)NCc1ccc(F)cc1 (configuration not stated)
  -1.1%	-2.3	?	-0.3%	7.8%	-4.7%	0.4%	-1.7%	0.2%	0.8%	-2.4%

# Record cards, from the list above. Order of values: USP2a block, TSHR antag, Chronic BCR inh, uPA surface inh, ELG1 repair inh, TSG101-PTAP inh, TCR activator, Mito fusion yeast, B2AR arrestin, Eya2 inh, Tb PFK inh
# Listed for O=C(NCCc1c[nH]c2ccccc12)C(=O)NCC1OCCN1S(=O)(=O)c1ccc(Cl)cc1 (configuration not stated) → 0.0%, -3.7, -9.8%, -4.8%, 13µM*, 2.7%, -10.2%, 4.4%, -0.6%, 1.3%, 0.6%
# Listed for COC(=O)Cc1c(O)ccn(CCc2c[nH]c3ccc(OC)cc23)c1=O → -0.3%, 2.9, -0.6%, -4.6%, -3.0%, 0.5%, 4.1%, -4.4%, -0.1%, 5.2%, 4.6%
# Listed for CCCCNC(=O)CN(C1CCCCC1)S(C)(=O)=O → -1.1%, 5.6, 2.8%, ., 3.9%, -6.0%, 0.0%, -5.2%, -0.2%, -7.9%, -7.4%
